Mtb FBA inh – Mtb FBA enzyme inhibitors, primary screen, biochemical, fluorescence, strain H37Rv; purified M. tuberculosis FBA, fluorescence read-out; inhibition, % at 1 µM; hit rate 2.3% among 360,000; AID 588726, 2011; in the data active = inhibition above about 27%;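 note: 0% = vehicle and 100% = reference inhibitor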
SSB-PriA inh – inhibitors of Klebsiella pneumoniae PriA binding to SSB C-terminal tail, primary screen, biochemical, AlphaScreen; PriA–SSB C-terminal tail interaction (Klebsiella pneumoniae); AlphaScreen SSBct-PriA binding, biotinylated peptide; inhibition, % at 33 µM; hit rate 0.6% among 430,000; AID 1272365, 2023; in the data active = inhibition mostly above about 37%, no sharp cut-off; inactive = mostly below about 20%;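 note: plate controls were negative control peptide for no effect and reference peptide for full effect; strong numbers were not always called active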
MazF activator – activators of E. coli MazEF toxin-antitoxin RNase, primary screen, biochemical, fluorescence, uHTS; FAM/BHQ RNA-DNA oligo cleavage fluorescence, 5 h; activation, % at 20 µM; hit rate 0.32% among 350,000; in the data active = activation above about 50%
Target sequence (P0AE70 whole entry, looked up): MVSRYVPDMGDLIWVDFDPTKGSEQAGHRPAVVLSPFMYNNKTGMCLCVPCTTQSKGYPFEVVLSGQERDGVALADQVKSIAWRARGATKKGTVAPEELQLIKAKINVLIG
BioA inh – M. tuberculosis BioA enzyme inhibitors, primary screen, biochemical, plate reader, single point, HTS; purified M. tuberculosis BioA enzyme; inhibition, % at 9.99 µM; hit rate 0.096% among 360,000; AID 602481, 2012; in the data active = inhibition above about 40%
Rv3671c inh – Rv3671c serine protease inhibitors, primary screen, biochemical, fluorescence polarization, M. tuberculosis H37Rv. inhibition, % at 5.96 µM. hit rate 0.048% among 320,000. AID 2606, 2010; in the data active = inhibition above about 38%;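 note: extracellular domain of Rv3671c used as enzyme; 0% = enzyme with DMSO and 100% = no enzyme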
Target sequence (P9WHR9 whole entry, looked up, the tested form may be a part): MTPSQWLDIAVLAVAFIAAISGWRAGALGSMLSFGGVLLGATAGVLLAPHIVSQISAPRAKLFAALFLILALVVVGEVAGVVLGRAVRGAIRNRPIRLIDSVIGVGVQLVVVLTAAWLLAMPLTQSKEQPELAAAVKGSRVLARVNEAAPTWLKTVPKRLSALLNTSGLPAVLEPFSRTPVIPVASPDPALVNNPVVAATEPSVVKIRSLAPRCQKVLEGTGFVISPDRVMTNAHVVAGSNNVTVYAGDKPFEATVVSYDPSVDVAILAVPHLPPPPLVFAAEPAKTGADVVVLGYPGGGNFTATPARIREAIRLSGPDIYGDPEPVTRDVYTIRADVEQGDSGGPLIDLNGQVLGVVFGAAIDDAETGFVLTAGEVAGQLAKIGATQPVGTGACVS
BH1578 lux ind – inducers of Vibrio cholerae quorum light production without autoinducers, primary screen, BH1578 luxS cqsA deficient, single point. AID 588436, 2011. V. cholerae BH1578 lux reporter, luminescence, 6 h. activation, % at 18.7 µM. hit rate 0.16% among 350,000; in the data active = activation mostly above about 9.7%, no sharp cut-off; note: not every result past the cut was called active; inactives centre near 0; reference of the scale not given here
Mtb UGM inh – M. tuberculosis UGM enzyme inhibitors, primary screen, biochemical, fluorescence polarization, single point; UDP-galactopyranose mutase (Mycobacterium tuberculosis (strain ATCC 25618 / H37Rv)), …; purified UGM, fluorescence polarization probe displacement; inhibition, % at 10 µM; hit rate 0.06% among 320,000; in the data active = inhibition above about 10%, passing the limit was not always enough
GDH-TPI counter – GDH-TPI coupling enzyme inhibitors, primary screen, artefact control for M. tuberculosis FBA inhibitor project, biochemical, absorbance, full deck; GDH-TPI coupled enzyme counterscreen, NADH absorbance; inhibition, % at 4.8 µM; AID 588335, 2011; hit rate 1.2% among 360,000; in the data active = inhibition above about 30%;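 note: 0% = DMSO wells and 100% = wells lacking the enzyme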
SARS 3CLpro inh – SARS-CoV 3CLpro protease inhibitors, primary screen, biochemical, quenched FRET; Replicase polyprotein 1ab (Severe acute respiratory syndrome coronavirus), P0C6X7; recombinant SARS-CoV 3CLpro, quenched FRET peptide cleavage; inhibition, % at 6 µM; hit rate 0.14% among 290,000; AID 1706, 2009; in the data active = inhibition above about 12%
DUSP3 inh – VHR1 phosphatase inhibitors, primary screen, biochemical, absorbance, uHTS; Dual specificity protein phosphatase 3 (Homo sapiens), P51452; recombinant VHR phosphatase, pNPP absorbance; inhibition, % at 13.3 µM; hit rate 0.52% among 290,000; AID 1654, 2009; in the data active = inhibition above about 50%; note: some compounds called inactive have numbers as strong as hits
Target sequence (P51452 whole entry, looked up): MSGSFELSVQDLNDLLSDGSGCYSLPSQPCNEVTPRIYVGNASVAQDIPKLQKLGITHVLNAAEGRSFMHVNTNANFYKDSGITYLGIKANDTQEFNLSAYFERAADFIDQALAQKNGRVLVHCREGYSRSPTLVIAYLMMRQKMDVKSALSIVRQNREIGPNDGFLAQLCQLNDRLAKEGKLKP
Numbers without * were called inactive; i = inactive; x = no result given; & = joins results of further samples. Only part of the results is shown (hit frequency here may not be typical).

SMILES | Mtb FBA inh | SSB-PriA inh | MazF activator | BioA inh | Rv3671c inh | BH1578 lux ind | Mtb UGM inh | GDH-TPI counter | SARS 3CLpro inh | DUSP3 inh
O=C1CCc2cc(S(=O)(=O)N3CCCCC3)cc3c2N1CCC3 | 3 | -2 | -2 | x | -1 | i | 3.1 | 3 | x | x
COc1ccc(OCC(=O)Nc2cccc(NC(=O)c3ccco3)c2)cc1 | -2 | -20 | 4 | x | 0 | -2.7 | -1.2 | 2 | 2 | 8
CC1(C)OC(=O)C(=CNc2cccc(O)c2)C(=O)O1 | -1 | -2 | 2 | -0.2 | -5 | i | 1.9 | 35* | 5 | 30
CC(C)(C)N1CC(C(=O)c2ccccc2)C1c1ccccc1 (centres undefined) | -1 | -17 | -17 | x | x | 0.0 | x | 11 | x | x
COc1ccc(CNC(=O)CCNC(=O)N2CC(=O)Nc3ccccc32)cc1 | -3 | x | -2 | -0.5 | x | -0.7 | x | 1 | x | x
CCN(CC)CC(O)CN(c1ccccc1)S(=O)(=O)c1ccc2ccccc2c1 (centres undefined) | 3 | 1 | 13 | -1.0 | 3 | i | -2.4 | 8 | -1 | 34
CCCC(=O)N1CCC1(C)C(=O)Nc1ccc(C)c(C)c1 (centres undefined) | -3 | x | x | 0.4 | x | -1.2 | x | -3 | x | x
O=C(Nc1ccncc1)c1cccc(S(=O)(=O)N2CCCC2)c1 | 1 | 2 | 2 | -1.0 | 2 | i | -0.7 | -9 | 1 | 34
Cc1ccc(S(=O)(=O)Nc2ccc3nc(C)oc3c2)cc1 | 5 | -2 | 3 | x | x | i | x | 6 | x | x
CCOC(=O)C1(CCOc2ccccc2)CCN(Cc2ccc3nonc3c2)CC1 | -3 | -32 | -8 | x | 6 | -0.4 | 0.1 | -4 | 1 | 34
O=C(Nc1ccccc1)C1=C[C@@H](C2CC2)C[C@@H](OCCCCO)O1 | 2 | -2 | 8 | -0.1 | 6 | -0.6 | 2.2 | 3 | -3 | 10
CCN(CC)C(=O)c1sc(NC(=O)c2cc(-c3ccc(C)s3)nc3ccccc23)c(C(=O)OC)c1C | 7 | -11 | -5 | x | 1 | -0.9 | -1.8 | 9 | -4 | 7
Cc1cc(Nc2ccccc2)c2c([N+](=O)[O-])cc(C)c(C)c2n1 | 4 | 22 | -5 | x | 0 | 2.2 | 3.1 | 5 | -12 | 8
Cc1ccc(C(c2nnnn2C2CCCCC2)N2CCc3ccccc32)cc1 (centres undefined) | -1 | 7 | 6 | x | -7 | -0.2 | 0.6 | -1 | -5 | 10
CCCCc1ccc(N/C(N)=N/c2nc(C)cc(C)n2)cc1 | 0 | x | 14 | 1.5 | -6 | i | -0.4 | -2 | 1 | 4
CC(C)(C)c1ccc(OCCC(=O)NNC(=O)c2ccccc2)cc1 | 1 | -8 | -4 | 1.1 | -5 | -5.0 | 1.5 | 6 | x | x
CCOn1c(=O)c(-c2cccs2)[n+]([O-])c2ccccc21 | 2 | -2 | -14 | x | 25 | i | -3.0 | 9 | -1 | 42
Cc1nn(-c2ccccc2)c(N2CCCC2)c1/C=N/NC(=O)c1cccc(S(=O)(=O)Nc2ccc(Cl)cc2)c1 | 0 | x | -3 | 0.0 | -39 | -0.2 | x | 21 | 0 | 5
O=C(CCS(=O)(=O)c1ccc(Br)cc1)N1CCN(Cc2ccccc2)CC1 | 1 | -22 | 3 | -0.3 | 2 | -0.5 | 2.7 | 0 | -3 | -11
COc1ccc(OC)c(-c2csc(NC(=O)C3=NN(c4ccccc4)C(=O)CC3)n2)c1 | 3 | 11 | 5 | -0.4 | -10 | -0.2 | -3.0 | 5 | 1 | -18
NNc1nc2cc3c(cc2s1)OCCO3 | 1 | 4&25 | 4 | -0.6 | 4 | -0.3 | 1.7 | 3 | -2 | -6
O=C1c2ccccc2C(=O)N1CCCc1nc(-c2ccccn2)no1 | 2 | -22 | 1 | 1.8 | 2 | -0.3 | 1.3 | -7 | -1 | 6
CCCS(=O)(=O)N1CCCC(C(=O)NCCc2ccc(Cl)cc2)C1 (centres undefined) | 1 | -5 | 7 | 0.0 | 4 | x | 2.7 | -7 | 3 | 21
COc1ccccc1C1CC(c2ccc(Cl)cc2)Nc2ncnn21 (centres undefined) | 5 | -1 | 1 | -0.9 | -3 | i | 0.1 | 8 | 4 | -6
COC(=O)c1cc(S(=O)(=O)N2CCC(c3cc(OC)ccc3OC)C2)c[nH]1 (centres undefined) | -2 | -1 | 11 | x | 7 | i | -0.6 | 7 | 0 | 0

Going on with the list.
SMILES | Mtb FBA inh | SSB-PriA inh | MazF activator | BioA inh | Rv3671c inh | BH1578 lux ind | Mtb UGM inh | GDH-TPI counter | SARS 3CLpro inh | DUSP3 inh
O=C(NC(c1ccccc1)c1ccc2ccccc2n1)C1CCN(CCOc2ccc(Cl)cc2)CC1 (centres undefined) | -1 | x | x | -2.4 | x | i | x | -5 | x | x
CC(C)Nc1nc(NC(C)C)nc(SCC(N)=O)n1 | 0 | -3 | 0 | -1.9 | 5 | -0.3 | 1.3 | -1 | 4 | 8
Cc1cccc(N(CC(O)CN2CCOCC2)S(=O)(=O)c2ccccc2)c1 (centres undefined) | 0 | 4 | -1 | -0.1 | 2 | -0.2 | 1.1 | 4 | -3 | 35
CCC(C(=O)Nc1c[nH]c(=O)[nH]c1=O)c1ccccc1 (centres undefined) | -3 | 3 | 2 | x | 4 | -0.3 | -2.1 | 3 | 5 | -5
O=C1/C(=C/c2cccc(Cl)c2)SC(=S)N1CCC(=O)N1CCCCC1CCO (centres undefined) | -1 | -12 | -2 | 0.7 | -16 | i | -3.2 | 17 | 14* | -12
CC(=N)c1c(O)c2ccccc2oc1=O | 3 | -17 | 0 | x | -10 | -0.2 | 3.2 | -9 | 2 | 8
COc1cc(/C=C/C(=O)O)ccc1O | 1 | -6 | 8 | -0.4 | 9 | -0.4 | 2.3 | -2 | x | x
CCN(CC)C(=S)Nc1ccc(C(=O)OC)cc1 | 1 | 5 | 9 | x | -3 | -0.6 | -0.2 | -1 | 5 | 34
COc1ccc(CNC(=O)CCCC2=NS(=O)(=O)c3ccccc3N2)cc1 | 102* | 5 | -1 | -0.6 | -1 | -0.3 | 1.3 | 4 | 4 | 18
CC1CCCN(C(=O)COc2ccc(NC(=O)c3cccs3)cc2)C1 (centres undefined) | 1 | -6 | -3 | x | 0 | -0.6 | 1.1 | -2 | 4 | 3
Cc1cc(N2CCC(C)CC2)nc(NCc2ccccc2)n1 | -1 | 8 | 12 | -0.4 | -2 | -4.6 | 0.8 | 3 | 2 | 33
Cc1[nH]c2nc3ccccc3n2c(=O)c1CCC(C)C | -3 | -18 | 9 | 1.1 | 3 | -0.6 | -0.4 | 5 | -3 | 39
COC(=O)c1cc(=O)n(Cc2ccc(OC)cc2)c(=NCc2ccc(OC)cc2)s1 | -2 | -4 | 0 | -2.3 | 1 | i | 1.6 | -3 | -3 | 6
CC(=O)c1cnc(SCc2ccc(Cl)cc2)nc1C | -2 | -38 | -10 | x | 6 | -0.4 | -1.8 | 6 | -1 | 31
COc1ccc2cc(C(=O)O)ccc2c1 | 5 | -18&-9 | -10 | -0.8 | 8 | -0.3 | -1.0 | 10 | 1 | 18
C/C(=N\NC(=O)c1ccccc1O)C1C(=O)c2ccccc2C1=O | -4 | x | -2 | 2.5 | 22 | -0.3 | 0.5 | 9 | -1 | 4
O=[N+]([O-])/C=C1\NCCN1Cc1ccc(Cl)nc1 | 0&-3 | -4 | -6&-9 | -1.0 | -6&-13 | -0.2&8.3 | -0.7&-2.7 | 8&19 | -2&2 | 11&18
CCn1c(SCC(=O)Nc2nccs2)nnc1-c1ccc(C)cc1 | 1 | -17 | 7 | 2.8 | -3 | -0.2 | -2.8 | -2 | -6 | 18
O=C(NCC1COc2ccccc2O1)c1cccs1 (centres undefined) | 6 | -14 | 5 | -4.6 | 5 | -0.4 | -0.7 | -4 | 2 | 12
CC1CCCN(C(=O)c2cccc(S(=O)(=O)N3CCCc4ccccc43)c2)C1 (centres undefined) | 1 | -9 | 1 | 0.5 | 9 | i | -2.8 | 4 | x | x
Cc1ccc(-n2nc(C)c3c(C)onc3c2=O)cc1 | -3 | -8 | 1 | x | 2 | -0.4 | 2.3 | 7 | 2 | 8
O=C(NCc1ccccn1)c1ccc(COc2ccc(Cl)cc2)o1 | 0 | -2 | 0 | 6.8 | 3 | i | 1.0 | -9 | -6 | 18
OC1(c2cccnc2)CCN(Cc2nnnn2C2CCCCC2)CC1 | -6 | -19 | 2 | 1.5 | 9 | i | -0.5 | 0 | -7 | 26
CC(NC(=O)c1ccccc1NC(=O)c1ccco1)c1ccccc1 (centres undefined) | -4 | -8 | -2 | x | -2 | -7.1 | 0.8 | 12 | 1 | -4
c1ccc2oc(-c3[nH]ncc3CN(Cc3ccncc3)CC3CCCO3)cc2c1 (centres undefined) | 0 | 2 | 3 | 0.2 | -5 | -0.1 | 1.5 | -7 | -3 | 34

Remaining list, next part
SMILES | Mtb FBA inh | SSB-PriA inh | MazF activator | BioA inh | Rv3671c inh | BH1578 lux ind | Mtb UGM inh | GDH-TPI counter | SARS 3CLpro inh | DUSP3 inh
CCCCNc1c(-c2cccc(-c3ccc(OC)cc3)c2)nc2cc(C)ccn12 | 29* | 53* | -19 | -3.1 | 1 | i | -2.4 | 10 | x | x
CCC(C)C(=O)Nc1nnc(SCC(=O)NC(C)(C)C)s1 (centres undefined) | 4 | -23 | 3 | x | -4 | -0.2 | 1.2 | -3 | -1 | 14
O=C(COC(=O)c1ccccc1[N+](=O)[O-])c1ccc(C2CCCCC2)cc1 | 8 | 1 | -2 | -0.1 | -4 | i | -1.9 | -6 | -1 | 4
COc1ccccc1OCC(=O)Nc1ccc(CSc2ccccc2)cc1C | 12 | -13 | -3 | 0.3 | -7 | -1.3 | -0.1 | 9 | -3 | -2
COc1ccc(N2C(=O)NC(=O)/C(=C\c3ccc([N+](=O)[O-])s3)C2=O)cc1 | 4 | 8 | -3 | x | -35 | -0.2 | -1.0 | 4 | 2 | 5
CN(C)C(=O)c1ccc(-n2cccn2)nc1 | 6 | -21 | 5 | x | 2 | -0.2 | 0.9 | 2 | 2 | 9
CCC(C)CN1CCC(CO)(Cc2ccccc2Cl)CC1 (centres undefined) | 2 | -1 | 9 | -2.2 | 4 | i | -3.5 | -3 | -2 | 18
COc1ccc(CCN(C)C(=O)CSc2nnc(-c3ccco3)o2)cc1OC | 1 | -1 | 8 | 0.3 | 1 | i | 1.2 | 1 | 1 | -2
CCN(Cc1ccccc1)S(=O)(=O)c1ccccc1Br | 5 | -40 | 0 | -0.6 | x | i | x | 2 | x | x

Screening data deposited in PubChem by several laboratories.
